Source: PubChem (NCI)
All columns: NCI-60 one-dose screen, growth in % after 48 h at 10 µM unless noted; 100 = growth as untreated, 0 = no growth, -100 = all killed.
HCT-116 – HCT-116 colon cancer. 82,000 compounds, 7.3% hits
SNB-19 – SNB-19 CNS cancer cells. 81,000 compounds, 2.5% hits. AID 1794751
SF-295 – SF-295 CNS cancer cells; 79,000 compounds, 5.6% hits; AID 1794758
HCC-2998 – HCC-2998 colon cancer. 79,000 compounds, 4.7% hits. AID 1794799
U251 – U251 CNS tumor cells; 80,000 compounds, 5.4% hits; AID 1794753
SNB-75 – SNB-75 CNS cancer; 79,000 compounds, 5% hits
SF-539 – SF-539 CNS cancer. AID 1794752. 81,000 compounds, 6.8% hits
KM12 – KM12 colon cancer cells. 82,000 compounds, 5% hits
SF-268 – SF-268 CNS cancer cells. 82,000 compounds, 3.1% hits. AID 1794759
* marks the source's active call; other numbers are inactive results; [ ] = remark or other dose. How the source made its calls: active means growth percent below 10; inactive means the rest.

What do the screens show for `Cc1cc(N2CCCCC2)nc(NC2CCCC(Nc3ccnc4cc(Cl)ccc34)C2)n1` (centres undefined)?
HCT-116: -86.6*; SNB-19: -20.7*; SF-295: -76.7*; HCC-2998: -62.3*; U251: -97.4*; SNB-75: -80.9*; SF-539: -92.8*; KM12: -29.7*; SF-268: -59.6*

Results for O=c1cc(Cn2cnc3c(NCc4ccco4)ncnc32)c2cc(Br)ccc2o1 ?
HCT-116: 96.5; SNB-19: 110.2; SF-295: 105.3; HCC-2998: 102.6; U251: 107.3; SNB-75: 99.2; SF-539: 103.9; KM12: 103.0; SF-268: 98.7

Results for CC1(C)[C@@H](NOCCCN)CC[C@]2(C)[C@H]3C(=O)C=C4[C@@H]5C[C@](C)(C(=O)O)CC[C@]5(C)CC[C@@]4(C)[C@]3(C)CC[C@@H]12 ?
HCT-116: -87.4*[100 µM]; SNB-19: -54.9*[100 µM]; SF-295: -56.3*[100 µM]; HCC-2998: -50.0*[100 µM]; U251: -71.6*[100 µM]; SNB-75: -56.5*[100 µM]; SF-539: -93.5*[100 µM]; KM12: -65.8*[100 µM]; SF-268: -51.8*[100 µM]

Results for COc1ccc([N+](=O)[O-])c(C=O)c1 ?
HCT-116: 102.4; SNB-19: 106.7; SF-295: 110.1; HCC-2998: 110.4; U251: 104.3; SNB-75: 111.8; SF-539: 115.7; KM12: 103.9; SF-268: 96.5

How did CCC(=O)Oc1c(C)cc(O)c2ccccc12 do in these assays?
HCT-116: 70.0; SNB-19: 108.1; SF-295: 83.4; HCC-2998: 106.0; U251: 87.7; SNB-75: 86.4; SF-539: 91.6; KM12: 88.6; SF-268: 90.9

Results for CN1CCN(C(=O)Cn2c(-c3ccc(Cl)cc3)csc2=N)CC1 ?
HCT-116: 94.4; SNB-19: 92.7; HCC-2998: 97.5; U251: 91.2; SNB-75: 79.5; SF-539: 100.1; KM12: 98.7; SF-268: 98.4

How did C=C(C)[C@@H]1CC[C@]2(COCCCN)CC[C@]3(C)[C@H](CC[C@@H]4[C@@](C)(CCCNCCCN)[C@H](C(=C)C)CC[C@]43C)[C@@H]12 do in these assays?
HCT-116: -31.7*[100 µM]; SNB-19: -60.1*[100 µM]; SF-295: -52.7*[100 µM]; HCC-2998: -55.0*[100 µM]; U251: -51.5*[100 µM]; SNB-75: -74.1*[100 µM]; SF-539: -62.2*[100 µM]; KM12: -62.5*[100 µM]; SF-268: -58.7*[100 µM]

What do the screens show for `CN1C[C@@H](c2ccc(Cl)cc2)[C@]2(NC(=S)N(c3ccccc3)C2=O)[C@@]12C(=O)NC1C=CC(Br)=C[C@H]12` (some centres undefined)?
HCT-116: 27.5; SNB-19: 86.2; SF-295: 80.6; HCC-2998: 94.9; U251: 72.5; SNB-75: 69.6; SF-539: 84.8; KM12: 78.5; SF-268: 58.1

Results for COc1ccc(-c2nn3c(=O)c(C#N)c(-c4cn(-c5cccc(Cl)c5)nc4-c4ccc(OC)cc4)c(C#N)c3[nH]2)cc1 ?
HCT-116: 49.9; SNB-19: 92.3; SF-295: 90.8; HCC-2998: 90.0; SNB-75: 89.7; SF-539: 71.5; KM12: 77.2; SF-268: 68.5

What do the screens show for `Cc1c2c(cc3c1[nH]c1ccccc13)C=NCC2`?
HCT-116: 71.1; SNB-19: 93.4; SF-295: 92.4; HCC-2998: 96.8; U251: 92.5; SNB-75: 84.0; SF-539: 92.8; KM12: 87.0; SF-268: 95.5

How did Cc1cc(=S)cc(C)o1 do in these assays?
HCT-116: 106.0; SNB-19: 115.5; SF-295: 107.4; HCC-2998: 114.6; U251: 109.8; SNB-75: 95.6; SF-539: 99.4; KM12: 112.4; SF-268: 112.1

What do the screens show for `O=C1NC(=O)C(c2ccccc2)(C2CCCC2)N1` (centres undefined)?
HCT-116: 112.3; SNB-19: 105.0; SF-295: 109.2; HCC-2998: 104.9; U251: 106.9; SNB-75: 99.3; SF-539: 107.8; KM12: 105.0; SF-268: 104.1

How did CCCCCCCCCCCCCCCCCC(=O)OCC1OC(n2cnc3c(=S)nc[nH]c32)C(OC(=O)CCCCCCCCCCCCCCCCC)C1OC(=O)CCCCCCCCCCCCCCCCC (centres undefined) do in these assays?
HCT-116: 97.8; SF-295: 103.1; HCC-2998: 110.4; U251: 91.9; SNB-75: 99.6; SF-539: 98.4; KM12: 113.4; SF-268: 126.6

How did O=C(O)CCc1ccc2cc(O)ccc2c1 do in these assays?
HCT-116: 101.7; SNB-19: 108.6; SF-295: 106.5; HCC-2998: 97.2; U251: 104.9; SNB-75: 94.3; SF-539: 100.3; KM12: 113.9; SF-268: 108.1

What do the screens show for `C=Cc1ccc(OCC)cc1`?
HCT-116: 97.1; SNB-19: 93.8; SF-295: 105.2; HCC-2998: 100.1; U251: 96.8; SNB-75: 77.2; SF-539: 94.4; KM12: 95.5; SF-268: 91.3

What do the screens show for `CC(=O)Nc1ccc(S(=O)(=O)Nc2ccc(S(=O)(=O)c3ccc(NS(=O)(=O)c4ccc(NC(C)=O)cc4)cc3)cc2)cc1`?
HCT-116: 93.8; SNB-19: 101.0; SF-295: 101.9; HCC-2998: 97.4; U251: 90.5; SNB-75: 83.1; SF-539: 92.4; KM12: 112.1; SF-268: 108.3

What do the screens show for `O=C(O)CCCN1C(=O)/C(=C/c2ccc(Cl)cc2)SC1=S`?
HCT-116: 109.3; SNB-19: 99.1; SF-295: 113.1; HCC-2998: 106.5; U251: 100.8; SNB-75: 88.6; SF-539: 100.7; KM12: 100.0; SF-268: 100.4

How did COc1cc2c(=O)n(C)c3c4cc5c(cc4ccc3c2cc1OC)OCO5 do in these assays?
HCT-116: 58.9; SNB-19: 76.7; SF-295: 41.5; HCC-2998: 87.3; U251: 50.2; SNB-75: 64.1; SF-539: 71.0; KM12: 71.5; SF-268: 67.7

What do the screens show for `CCOC(=O)c1c(C)nn(-c2ccc(F)cc2)c1NC(=S)Nc1ccccc1`?
HCT-116: 96.8; SNB-19: 99.7; SF-295: 101.6; HCC-2998: 102.0; U251: 96.5; SNB-75: 98.5; SF-539: 110.8; KM12: 108.0; SF-268: 103.1

How did COc1cccc(-c2nn(C(C)(C)C)cc2-c2ccnc(NCCNS(=O)(=O)c3ccc(C(F)(F)F)cc3)c2)c1 do in these assays?
HCT-116: 103.6; SNB-19: 95.8; SF-295: 98.0; HCC-2998: 105.6; SNB-75: 82.4; SF-539: 106.0; KM12: 100.7; SF-268: 100.7

Results for CCCCCOC(=O)c1ccc(NC(=O)CN(CC)CC)cc1 ?
HCT-116: 76.7; SNB-19: 90.7; SF-295: 98.2; HCC-2998: 97.3; U251: 86.4; SNB-75: 91.5; SF-539: 99.2; KM12: 107.0; SF-268: 92.8

Results for CCN1C(=O)N(CC)C2C1NN=c1s/c(=C3\C(=O)N(CC(C)(C)C)c4ccccc43)c(=O)n12 (centres undefined) ?
HCT-116: 7.6*; SNB-19: 33.1; SF-295: 15.9; HCC-2998: 26.7; U251: 21.0; SF-539: -17.9*; KM12: 17.6; SF-268: 40.0

What do the screens show for `C[C@@H](C[C@H](CCO)c1ccc2c(c1)OCCO2)c1ccc2ccccc2c1`?
HCT-116: 86.3; SNB-19: 95.4; SF-295: 94.5; HCC-2998: 93.6; U251: 97.2; SNB-75: 104.6; SF-539: 97.1; KM12: 86.8; SF-268: 96.8

What do the screens show for `O=C(O)c1ccc(Br)o1`?
HCT-116: 103.1; SF-295: 111.1; HCC-2998: 105.5; U251: 108.2; SNB-75: 87.2; SF-539: 102.4; KM12: 112.0; SF-268: 111.2

What do the screens show for `CN(C)c1ccc(-c2nc3ccc(N)cc3[nH]2)cc1`?
HCT-116: 77.7; SNB-19: 92.1; HCC-2998: 94.7; U251: 86.5; SNB-75: 93.0; SF-539: 93.1; KM12: 71.1; SF-268: 86.3

What do the screens show for `C[Se]C(=O)CC1=C2C=C(F)C=CC2/C(=C\c2ccc(S(C)=O)cc2)C1C` (centres undefined)?
HCT-116: 7.5*; SNB-19: -22.7*; SF-295: 11.3; HCC-2998: 68.9; U251: -36.3*; SNB-75: -25.5*; SF-539: -30.3*; KM12: 50.1; SF-268: -28.2*

How did Cc1ncc(-c2cc3ccccc3o2)c(NC2CCCCCC2)n1 do in these assays?
HCT-116: 98.7; SNB-19: 104.4; SF-295: 107.1; HCC-2998: 109.5; U251: 97.6; SNB-75: 98.4; SF-539: 109.6; KM12: 98.3; SF-268: 108.2

What do the screens show for `N=C(N)c1ccc(-c2ccc(F)cc2)cn1`?
HCT-116: 100.8; SNB-19: 96.6; SF-295: 97.9; HCC-2998: 104.6; U251: 106.3; SF-539: 99.3; KM12: 101.2; SF-268: 93.1

Results for O=C1c2cc3c(cc2-c2c1c1cc(F)c(F)cc1c(=O)n2C[C@H](O)CO)OCO3 ?
HCT-116: 3.5*; SNB-19: 6.5*; SF-295: -7.9*; HCC-2998: 10.7; U251: -15.5*; SNB-75: 4.1*; KM12: 5.0*; SF-268: 6.5*

How did CC(C)(CCN)[N+](=O)[O-] do in these assays?
HCT-116: 111.5; SNB-19: 100.0; SF-295: 104.2; HCC-2998: 103.8; U251: 94.0; SNB-75: 100.3; SF-539: 101.8; KM12: 105.4; SF-268: 101.6

How did CC(=O)c1ccc2c(c1)N(CCCN1CCC(CCO)CC1)c1ccccc1S2 do in these assays?
HCT-116: 72.8; SNB-19: 111.6; SF-295: 118.4; HCC-2998: 84.7; U251: 94.3; SNB-75: 63.7; SF-539: 90.6; KM12: 98.1; SF-268: 85.1

What do the screens show for `C=CC[N+](C)(C)CCn1c2ccccc2c2nc3cc(C)c(C)cc3nc21`?
HCT-116: 98.4; SNB-19: 19.2; SF-295: 99.6; HCC-2998: 96.2; U251: 72.9; SNB-75: 88.5; SF-539: 56.8; KM12: 99.0; SF-268: 56.1

Results for O=C1C(Nc2ccc(Cl)cc2)=C(I)C(=O)c2ncccc21 ?
HCT-116: -57.3*; SNB-19: 69.3; SF-295: 75.2; HCC-2998: 79.5; U251: 30.3; SNB-75: 19.4; SF-539: 7.8*; KM12: 39.8; SF-268: 28.9

What do the screens show for `CC1=C(C(=O)/C=C/c2ccc(Br)cc2)C(c2ccccc2)NC(=S)N1` (centres undefined)?
HCT-116: 101.2; SNB-19: 97.3; SF-295: 97.0; HCC-2998: 107.3; U251: 100.8; SNB-75: 78.0; SF-539: 99.9; KM12: 104.3; SF-268: 93.3

What do the screens show for `COc1cnc2c(c1)C(=O)c1c-2n(CCCN2CCNCC2)c(=O)c2cc([N+](=O)[O-])ccc12`?
HCT-116: -93.6*; SNB-19: -40.7*; SF-295: -14.7*; HCC-2998: 36.2; U251: -93.3*; SNB-75: 2.9*; KM12: -75.5*; SF-268: -66.6*

What do the screens show for `Cc1ccc2c(n1)C(=O)C(Cl)=C(Nc1ccc(C(F)(F)F)cc1)C2=O`?
HCT-116: 1.4*; SNB-19: 97.5; SF-295: 112.1; HCC-2998: 97.9; U251: 91.5; SNB-75: 115.3; SF-539: 100.7; KM12: 98.2; SF-268: 97.7

What do the screens show for `CN(C/C=C/C#CC(C)(C)C)Cc1cccc2ccccc12`?
HCT-116: 71.8; SNB-19: 101.0; SF-295: 86.3; HCC-2998: 93.3; U251: 90.5; SNB-75: 108.5; SF-539: 113.2; KM12: 100.3; SF-268: 110.1

What do the screens show for `O=C1N=c2ccccc2=C1c1sc(=S)n(C2CC(=O)N(c3ccc(Cl)cc3)C2=O)c1O` (centres undefined)?
HCT-116: 96.7; SNB-19: 102.3; SF-295: 103.9; HCC-2998: 105.4; U251: 103.7; SNB-75: 86.1; SF-539: 101.4; KM12: 100.1; SF-268: 101.9

Entries shown so far with an aryl methoxy group (five):
Results for COc1ccc([N+](=O)[O-])c(C=O)c1 ?
HCT-116: 102.4; SNB-19: 106.7; SF-295: 110.1; HCC-2998: 110.4; U251: 104.3; SNB-75: 111.8; SF-539: 115.7; KM12: 103.9; SF-268: 96.5

Results for COc1ccc(-c2nn3c(=O)c(C#N)c(-c4cn(-c5cccc(Cl)c5)nc4-c4ccc(OC)cc4)c(C#N)c3[nH]2)cc1 ?
HCT-116: 49.9; SNB-19: 92.3; SF-295: 90.8; HCC-2998: 90.0; SNB-75: 89.7; SF-539: 71.5; KM12: 77.2; SF-268: 68.5

How did COc1cc2c(=O)n(C)c3c4cc5c(cc4ccc3c2cc1OC)OCO5 do in these assays?
HCT-116: 58.9; SNB-19: 76.7; SF-295: 41.5; HCC-2998: 87.3; U251: 50.2; SNB-75: 64.1; SF-539: 71.0; KM12: 71.5; SF-268: 67.7

How did COc1cccc(-c2nn(C(C)(C)C)cc2-c2ccnc(NCCNS(=O)(=O)c3ccc(C(F)(F)F)cc3)c2)c1 do in these assays?
HCT-116: 103.6; SNB-19: 95.8; SF-295: 98.0; HCC-2998: 105.6; SNB-75: 82.4; SF-539: 106.0; KM12: 100.7; SF-268: 100.7

What do the screens show for `COc1cnc2c(c1)C(=O)c1c-2n(CCCN2CCNCC2)c(=O)c2cc([N+](=O)[O-])ccc12`?
HCT-116: -93.6*; SNB-19: -40.7*; SF-295: -14.7*; HCC-2998: 36.2; U251: -93.3*; SNB-75: 2.9*; KM12: -75.5*; SF-268: -66.6*
